# High-throughput results deposited in PubChem BioAssay by several laboratories.
# HIF-2a inh: inhibitors of HIF-2a; 786-0 RCC cells HIF-2a reporter, luciferase luminescence, overnight; inhibition, % at 18.8 µM; 0.72% of 360,000 active;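 active means inhibition of the luminescence signal of 40% or more relative to plate controls, in a single-dose primary screen at 18.75 µM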
# Shn3 3UTR inh: reduces Shn3 3'UTR luciferase signal in osteoblasts; Clone20 osteoblast Shn3 3'UTR firefly luciferase, 24 h; inhibition, % at 12.5 µM; 0.52% of 360,000 active; AID 588674;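 active means mean inhibition of at least 75% with every replicate also reaching 75%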;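 further: 0% = median of neutral control wells and 100% = pilot-screen positive control compound; some compounds past the cut are filed as inactive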
# TRAIL sens C8: sensitizes caspase-8 expressing cells to TRAIL. inhibition (viability loss, TRAIL sensitization), % at 10 µM. 1% of 360,000 active. AID 624354. NB7+C8 cells + TRAIL, ATPlite viability luminescence;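 active means compounds causing at least 50% loss of cell viability in the single-dose screen, relative to plate controls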
# NR2E3 ag-1: activates human photoreceptor nuclear receptor NR2E3; Q9Y5X4; GST-NR2E3/biotin-RetCOR TR-FRET, 1536-well; inhibition of corepressor binding, % at 4.78 µM; 0.12% of 320,000 active; AID 2300;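 active means percent inhibition above the cutoff of mean plus 3 SD of all tested compounds, set per screening campaign, cut at about 20% in these data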;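 further: 0% = DMSO wells and 100% = biotin wells as full block of FRET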
# Target sequence (Q9Y5X4 whole entry, looked up): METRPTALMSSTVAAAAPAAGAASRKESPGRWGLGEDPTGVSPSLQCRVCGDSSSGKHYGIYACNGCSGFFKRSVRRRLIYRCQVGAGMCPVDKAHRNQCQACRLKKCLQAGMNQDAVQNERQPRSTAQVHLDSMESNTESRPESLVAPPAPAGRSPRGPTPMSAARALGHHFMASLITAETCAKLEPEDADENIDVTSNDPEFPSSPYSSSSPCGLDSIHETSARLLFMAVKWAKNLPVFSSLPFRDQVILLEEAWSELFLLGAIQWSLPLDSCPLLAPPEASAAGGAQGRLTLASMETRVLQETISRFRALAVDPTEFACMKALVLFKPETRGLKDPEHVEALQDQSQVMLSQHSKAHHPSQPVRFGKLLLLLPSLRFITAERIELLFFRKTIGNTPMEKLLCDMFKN
#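 Material – GST-tagged NR2E3 plus biotinylated RetCOR corepressor · Quantity – NR2E3 fusion 1.35 nM · Times – 5 h incubation at 4 °C · Medium – pH 7.5 Tris-based buffer · Technique – TR-FRET, Eu(K)-anti-GST donor, streptavidin-D2 acceptor, ex 340, em 617/671 nm · Benchmarks – high control biotin, low control 0.6% DMSO · Format – 1536-well plates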
# TWEAK-Fn14 inh: TWEAK-Fn14 signaling inhibition. TWEAK-stimulated Fn14 reporter cells, luciferase luminescence, 8 h. inhibition, % at 10 µM. 2% of 360,000 active. AID 1159606; in the data active means inhibition above about 50%
# CF NFkB inh: inhibitors of cystic fibrosis induced NF-kB; KKLEB NF-kB-GFP reporter, PAF-induced, GFP fluorescence overnight; inhibition, % at 5 µM; 0.86% of 360,000 active;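 active means at least 50% inhibition at 5 µM, scaled per plate between neutral and stimulator controls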;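 further: PAF is a Pseudomonas aeruginosa culture filtrate used as stimulus; plate controls were PAF-stimulated DMSO wells for no effect and unstimulated DMSO wells for full effect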
# TROY NFkB inh: TROY signaling inhibition | Q293 LMP1-TROYcd NF-kB luciferase reporter, 4 h | inhibition, % at 10 µM | 0.98% of 360,000 active | AID 1347056;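 active means compounds whose plate-normalised and pattern-corrected inhibition of the luciferase reporter signal at the single screening dose is 50% or more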
# NR2E3 ag-2: activates human NR2E3 receptor | 0.35% of 360,000 active | AID 602229 | CHO-S Gal4-NCOR/VP16-NR2E3 two-hybrid, luciferase | Q9Y5X4 | inhibition of corepressor binding, % at 3.98 µM;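 active means inhibition above the mean of all tested compounds plus 3 SD, cut at about 70% in these data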;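 further: 0% = DMSO with NR2E3 transfected cells and 100% = cells lacking NR2E3 construct; higher means lower luciferase signal from less NR2E3 corepressor binding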
# MITF TRPM1 inh: inhibitors of MITF-driven TRPM1 promoter in melanoma cells; inhibition, % at 12.5 µM; SK-MEL-5 TRPM1 promoter luciferase, 24 h; 0.83% of 330,000 active; AID 488899;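 active means mean inhibition across replicates of 60% or more, whatever share of single replicates reaches that level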; further: values of inactives mirror those of a sister screen read the other way
# Peg3 promoter: Peg3 promoter activity inhibition | AID 588405 | 1.7% of 360,000 active | inhibition, % at 20 µM | HeLa PEG-Prom luciferase reporter, luminescence, overnight;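 active means inhibition of at least 50% at 20 µM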
# KKLEB tox: CF airway cell cytotoxicity counter-screen; KKLEB CF airway cells viability, ATPlite luminescence, overnight; active compounds read low; cells stimulated with P. aeruginosa culture filtrate; activity change (cytotoxicity), % at 5 µM; 0.36% of 360,000 active; AID 602141;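 active means corrected activity change at or below -50% at 5 µM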
# Active calls of the source: *; . = no result given. A portion of the library. The share of hits here may be higher or lower than overall.
SMILES,HIF-2a inh,Shn3 3UTR inh,TRAIL sens C8,NR2E3 ag-1,TWEAK-Fn14 inh,CF NFkB inh,TROY NFkB inh,NR2E3 ag-2,MITF TRPM1 inh,Peg3 promoter,KKLEB tox
COc1ccc(CC(=O)OCC(=O)Nc2c(C)n(C)n(-c3ccccc3)c2=O)cc1OC,9.6,-14.2,-7.3,0.3,11.1,-12.7,4.5,15.9,-3.8,3.0,-0.5
CC(C)CC(NC(=O)COc1ccccc1)C(=O)O (stereo not given),-1.5,-3.8,-1.1,0.3,-9.1,5.2,-1.4,-21.8,11.3,4.2,3.4
CC(Oc1ccccc1)C(=O)N1CCC2(CC1)Oc1ccc(F)cc1C(=O)C21CC(c2ccccc2)=NO1 (stereo not given),16.2,23.3,19.5,-2.6,-8.8,-0.8,8.6,-20.1,-17.9,19.4,-3.8
Cn1cc(S(=O)(=O)NCc2ccc3c(c2)OCO3)c(C(F)(F)F)n1,11.0,-0.7,-11.1,4.8,-8.1,-31.2,-13.2,3.1,-5.5,18.7,22.8
CC(C)Nc1nc(N(c2ccccc2)c2ccccc2)nc(-n2ccnc2)n1,5.8,14.5,4.9,-3.5,11.7,15.2,-11.9,-23.5,1.2,14.9,-3.3
Cc1cccc(NC(=S)NNC(=S)NC2CCCCC2)c1C,-19.6,-7.9,-0.4,3.3,-14.8,26.5,-20.1,-16.2,-1.3,2.7,-8.7
COc1ccc(C(=O)CC2OC(=O)c3c2ccc(OC)c3OC)cc1 (stereo not given),7.4,4.6,-1.9,0.4,21.3,-4.1,12.4,-28.6,2.6,6.9,3.0
Cc1ccc([C@@H]2[C@@H]3C(=O)N(c4ccccc4)C(=O)[C@@H]3[C@]3(C)C(=O)N(Cc4ccccn4)CC(=O)N23)o1,7.0,-11.4,-14.3,-0.2,-3.5,-3.1,0.7,7.0,-7.7,-7.7,-17.4
CCN(Cc1cccs1)C(=O)CN1C(=O)NC2(CCCc3ccccc32)C1=O (stereo not given),16.1,8.7,-4.9,0.3,7.7,12.8,-5.8,23.4,10.3,9.3,-11.9
O=C(c1ccco1)N1N=C2CCCCCC2C1(O)C(F)(F)F (stereo not given),12.4,27.2,-6.4,3.0,14.5,0.7,-1.6,-21.0,10.1,1.2,2.4
O=C(Cn1cc([N+](=O)[O-])ccc1=O)N1CCCc2ccccc21,8.7,0.1,-1.2,4.9,15.8,13.5,-20.1,19.1,8.4,-10.7,-18.8
O=C(c1ccc(N2CCCC2)c([N+](=O)[O-])c1)N1CCN(S(=O)(=O)c2ccc(Cl)cc2)CC1,1.5,15.8,0.5,-1.4,-13.1,-16.7,-7.4,14.8,-16.7,-4.0,-4.3
CCOC(=O)[C@]12CCCC=C1N(Cc1cccc3ccccc13)C(=O)[C@H](CC(=O)NCc1cccs1)C2,-9.4,.,2.2,.,15.5,.,14.4,0.7,.,.,.
Cc1ccccc1CS(=O)(=O)CCC(=O)N1CCN(c2ccc(N3CCOCC3)nn2)CC1,9.7,-2.6,-1.5,-4.0,19.1,18.6,-0.7,0.8,12.8,7.5,2.9
CCOc1ccc(-c2nn(-c3ccccc3)cc2/C=C2\SC(N)=NC2=O)cc1C,7.6,11.4,11.7,-0.7,-0.4,-9.9,-14.6,9.4,4.6,30.9,12.8
CC(=O)N=c1sc2ccccc2n1C,-26.3,5.9,0.9,0.2,-25.3,-15.4,11.2,-30.1,-7.6,-28.3,1.4
Cn1cnnc1SCc1ccccc1[N+](=O)[O-],9.6,5.5,-1.6,-0.3,-19.3,5.6,-13.2,0.3,1.0,1.3,-6.4
CCC(C(=O)Nc1ccccc1C(=O)N1CCOCC1)N1C(=O)c2ccccc2C1=O (stereo not given),-6.2,-9.7,2.0,2.4,6.2,16.0,1.6,-15.6,0.8,3.7,-11.7
Cc1cc(NC(=O)c2cc([N+](=O)[O-])cc([N+](=O)[O-])c2C)no1,10.8,13.9,-6.3,-0.9,-1.8,-15.4,4.6,-0.6,12.9,15.6,6.3
S=C(NNc1ccc2ccccc2c1)NC1CCCCC1,-89.9,-29.5,11.7,4.6,21.7,19.5,41.3,-64.5,21.3,-50.6,-8.3
O=C(CSc1cc(Cl)ccc1Cl)NCC(=O)Nc1ccc(F)c(F)c1F,18.7,-2.3,5.2,-0.5,-13.4,-7.7,19.0,-31.4,-23.3,11.4,2.8
CC(C)Oc1ccc(CN2CCC2(C)C(=O)Nc2ccc(Cl)c(Cl)c2)cc1 (stereo not given),11.2,19.1,16.5,.,11.3,10.0,-1.3,-0.4,.,10.5,0.2
CCC(=O)OCCNc1cc(SCCC(=O)OC)c2nonc2c1[N+](=O)[O-],17.3,18.7,-2.7,-0.3,2.0,12.6,26.7,-23.0,-6.8,29.8,2.4
Nc1cc(=O)[nH]c(SCCNS(=O)(=O)c2ccccc2)n1,16.3,-0.4,-4.8,-1.2,-9.6,4.2,.,-11.2,5.7,21.6,0.8
O=C(NCCc1ccc(F)cc1)c1ccc(S(=O)(=O)N2CCCCC2)cc1,18.7,0.9,11.6,.,9.4,7.7,-24.6,-12.4,-2.8,1.0,0.9
SMILES,HIF-2a inh,Shn3 3UTR inh,TRAIL sens C8,NR2E3 ag-1,TWEAK-Fn14 inh,CF NFkB inh,TROY NFkB inh,NR2E3 ag-2,MITF TRPM1 inh,Peg3 promoter,KKLEB tox
CCn1nc(C(=O)OCC(=O)c2c[nH]c3ccccc23)c2ccccc2c1=O,8.9,-2.4,-8.0,1.1,18.4,1.9,9.9,6.0,10.8,20.8,-21.0
CCOC(=O)Cn1cnc2c(cnn2-c2ccc(Cl)cc2)c1=O,-137.8,-20.7,6.3,-0.6,5.2,0.2,-51.0,-3.8,-16.2,-134.0,-2.0
Cc1ccc[n+](CC2OCc3ccccc3CO2)c1,17.9,8.7,1.8,0.3,-6.1,-5.9,-17.9,-12.0,-0.6,4.1,0.5
S=c1[nH]nc(-c2cc(-c3ccco3)[nH]n2)n1-c1ccccc1,22.2,4.9,3.2,5.5,-5.0,0.5,0.8,-21.9,-0.2,15.6,1.0
O=C(CSc1nc2ccccc2[nH]1)NCCN1CCCCC1,-1.8,-27.3,-8.2,-4.0,-0.3,1.9,11.8,-19.4,-2.1,5.0,-2.8
CCOC(=O)c1ccc(NC(=O)CC2SC3=NCCN3C2=O)cc1 (stereo not given),9.3,10.3,0.4,-1.6,-4.5,10.7,0.5,-21.1,0.6,-11.2,-4.5
Cc1sc2ncnc(N=Nc3c(O)[nH]c4ccccc34)c2c1C,-153.1,-4.6,43.5,-0.1,-67.4,0.3,-73.3,-33.0,-26.6,-72.1,-34.4
CCCN(S(=O)(=O)c1ccc(OCC)cc1)S(=O)(=O)c1cccs1,6.2,32.8,-1.5,4.4,15.8,22.3,3.5,-16.9,0.0,15.7,-18.6
Oc1c(N=Nc2ccc(F)cc2)ccc2ccccc12,-135.0,-56.4,52.6*,-1.4,54.4*,3.1,38.4,-116.9,-11.4,-177.5,-23.1
CN(CCc1cnn(C)c1)Cc1nc(Cc2ccccc2)no1,15.5,9.7,-8.6,0.7,3.8,-1.7,4.8,1.4,10.7,-2.7,-0.5
CC(C)C[C@H](NC(=O)c1nc[nH]c1C(=O)N1CCN(c2ccccc2)CC1)C(=O)OCc1ccccc1,11.5,-4.2,-1.2,-0.1,-7.6,9.2,1.0,-0.5,2.4,-12.1,10.0
O=C1CC(N2CCCN(C3CC(=O)N(c4ccc(F)cc4)C3=O)CC2)C(=O)N1c1ccc(F)cc1 (stereo not given),-0.1,1.4,-17.4,0.6,9.7,-1.7,7.6,-5.4,4.2,9.0,12.1
O=C(COC(=O)c1cccs1)c1ccc2c(c1)OCCO2,-144.3,-21.3,43.2,4.1,61.1*,-3.3,74.5*,-40.0,-45.9,-101.5,-0.7
O=C(CCC(=O)N1CCSc2ccccc21)NCCc1ccccc1,8.4,-26.1,17.4,3.2,9.3,23.8,-5.7,8.8,.,-10.9,-23.4
COCC(=O)N1CCC(n2nnc3cc(C(F)(F)F)ccc32)CC1,7.4,-3.2,8.0,-0.3,8.8,-0.7,16.6,-9.7,6.9,16.2,-7.5
O=C(NC1CCCCCC1)c1ccc(CS(=O)Cc2ccccc2Cl)o1 (stereo not given),-16.3,75.4,-8.0,-2.3,0.6,-9.1,3.2,-55.0,-1.2,-13.5,9.4
Cc1ccc(S(=O)(=O)c2c(N)n(CC3CCOC3)c3nc4ccccc4nc23)cc1 (stereo not given),-8.5,-4.0,0.7,0.3,4.2,-7.0,-2.4,19.6,0.0,24.3,14.9
CCN(CC(=O)Nc1ccc(S(=O)(=O)N2CCCC2)cc1)CC(=O)Nc1cccc(OC)c1,15.6,-22.4,-23.9,-0.8,0.5,-3.3,-12.1,-22.8,-5.3,11.4,0.9
O=C(O)c1cc2c(N3CCC(Cc4ccccc4)CC3)ncnc2s1,11.8,-26.8,-2.2,2.9,11.5,8.4,12.8,-3.1,-11.8,18.4,3.8
O=C(O)CCCNC(=O)/C(=C\c1ccccc1F)NC(=O)c1ccccc1,7.7,13.4,-3.2,3.9,-0.5,-18.9,9.8,7.7,3.6,8.3,-4.9
O=C1NN=C(c2ccccc2)CC1c1ccc(Cl)cc1Cl (stereo not given),0.8,15.8,3.2,3.1,40.2,10.3,-0.5,4.7,-2.3,21.2,-14.9
CCOC(=O)[C@]12CCCC=C1N(Cc1ccco1)C(=O)[C@H](CC(=O)NCc1ccc(OC)c(OC)c1)C2,9.8,.,0.7,.,-14.4,.,-16.4,2.1,.,.,.
COC(=O)C1CCN(C(=O)COC(=O)c2cc([N+](=O)[O-])ccc2N2CCOCC2)CC1,9.3,47.5,5.5,2.6,-15.8,4.2,3.5,-12.4,0.3,-4.2,3.1
CCOc1ccc(-n2c(SCC(=O)OC)nc3sc4c(c3c2=O)CCN(C)C4)cc1,8.7,4.4,-2.9,.,-8.5,-7.6,10.2,3.5,5.6,2.7,5.8
COc1ccccc1NS(=O)(=O)c1ccc(C(=O)NCC(c2ccco2)N(C)C)cc1 (stereo not given),4.4,2.3,6.2,5.4,-10.1,11.7,4.5,-24.4,4.4,13.9,-2.7
O=C(O)c1cc([N+](=O)[O-])ccc1NCc1ccccc1,12.4,1.9,1.7,6.0,-18.5,15.2,9.1,8.8,1.3,-2.2,2.4

# Some of the entries so far, bar-delimited:
mol | HIF-2a inh | Shn3 3UTR inh | TRAIL sens C8 | NR2E3 ag-1 | TWEAK-Fn14 inh | CF NFkB inh | TROY NFkB inh | NR2E3 ag-2 | MITF TRPM1 inh | Peg3 promoter | KKLEB tox
Oc1c(N=Nc2ccc(F)cc2)ccc2ccccc12 | -135.0 | -56.4 | 52.6* | -1.4 | 54.4* | 3.1 | 38.4 | -116.9 | -11.4 | -177.5 | -23.1
CN(CCc1cnn(C)c1)Cc1nc(Cc2ccccc2)no1 | 15.5 | 9.7 | -8.6 | 0.7 | 3.8 | -1.7 | 4.8 | 1.4 | 10.7 | -2.7 | -0.5
